STEP block: inhibitors of human striatal-enriched phosphatase STEP. P54829. recombinant STEP, OMFP fluorogenic substrate, fluorescence. inhibition, % at 20 µM. hit rate 0.25% among 360,000;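 active = inhibition at 20 µM, scaled per plate between control wells, above about 37%, limit read from the data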;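 note: 0% = DMSO with enzyme and substrate and 100% = substrate only without enzyme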
Target sequence (P54829 whole entry, looked up): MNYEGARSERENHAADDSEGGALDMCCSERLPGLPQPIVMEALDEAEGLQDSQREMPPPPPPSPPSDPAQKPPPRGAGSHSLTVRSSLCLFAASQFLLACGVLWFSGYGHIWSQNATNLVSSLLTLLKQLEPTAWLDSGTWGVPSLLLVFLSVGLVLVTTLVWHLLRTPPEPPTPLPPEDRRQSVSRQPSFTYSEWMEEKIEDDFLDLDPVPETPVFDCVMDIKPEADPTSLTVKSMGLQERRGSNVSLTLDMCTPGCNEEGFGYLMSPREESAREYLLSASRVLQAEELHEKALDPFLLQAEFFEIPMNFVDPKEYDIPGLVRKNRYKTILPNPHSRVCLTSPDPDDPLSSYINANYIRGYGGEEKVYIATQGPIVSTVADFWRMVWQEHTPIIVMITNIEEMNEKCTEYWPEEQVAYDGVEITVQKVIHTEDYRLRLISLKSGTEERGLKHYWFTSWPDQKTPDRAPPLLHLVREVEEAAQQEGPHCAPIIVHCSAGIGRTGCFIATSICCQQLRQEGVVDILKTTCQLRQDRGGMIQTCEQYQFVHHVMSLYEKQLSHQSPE
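System: STEP phosphatase, cell-free reaction; Buffer or medium: Bis-Tris pH 6.0 buffer with DTT, detergent; Incubation: 20 min at room temperature, dark; Measured by: fluorescence, 480/540 nm.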
MsrA inhibitor: inhibits bovine methionine sulfoxide reductase A; AID 651718; inhibition, % at 15.5 µM; purified bovine MsrA, absorbance read-out; hit rate 0.75% among 360,000; in the data active = inhibition above about 4.5%;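 note: 0% = vehicle wells with enzyme and 100% = reference inhibitor wells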
Tb MetRS inh: Trypanosoma brucei MetRS inhibition; AID 624268; purified T. brucei MetRS, ATP depletion, Kinase-Glo luminescence; hit rate 0.4% among 360,000; inhibition, % at 11.9 µM;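 active = inhibition above a per-plate cutoff of the control wells' mean inhibition plus 3 SD, cut at about 5.5% in these data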;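 note: 0% = DMSO wells median and 100% = median of wells with control inhibitor compound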
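Test system – parasite MetRS enzyme · Reagent – substrates ATP, L-methionine and bulk Escherichia coli tRNA · Doses – 11.9 µM compound single dose, 0.9% DMSO · Times – 15 min enzyme-compound preincubation, 2 h reaction, 10 min detection, 25 °C · Signal – Kinase-Glo luminescence, ATP depletion format · Controls – DMSO-only wells as low control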
SUMO1-SIM PPI: SUMO1-SIM interaction modulation | SUMO1 binding to a labelled peptide, TR-FRET, 1 h | inhibition, % at 20 µM | hit rate 0.33% among 360,000; in the data active = inhibition above about 37%
Target sequence (P63165 whole entry, looked up): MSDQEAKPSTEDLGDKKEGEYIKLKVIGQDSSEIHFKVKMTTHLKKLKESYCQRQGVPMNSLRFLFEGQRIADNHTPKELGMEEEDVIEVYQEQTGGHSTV
NRP1-CendR mod: alters CendR peptide binding to human NRP-1; inhibition, % at 25 µM; hit rate 0.85% among 360,000; FAM-RPARPAR peptide binding to NRP-1, fluorescence polarization;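 active = inhibition or corrected inhibition above about 18%, plus a signal ratio from 0.5 to 1.5, limit read from the data, passing the limit was not always enough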; note: strong numbers were not always called active
DNMT1 block: blocks human DNA methyltransferase DNMT1 | hit rate 0.83% among 360,000 | DNMT1 molecular beacon, Hinp1I cleavage, fluorescence | inhibition (reported as % activation of signal), % at 10 µM | P26358 | AID 588458; in the data active = inhibition above about 50%
E coli Lon inh: inhibitors of E. coli Lon protease; P0A9M0; hit rate 0.42% among 360,000; inhibition, % at 7.94 µM; purified E. coli Lon protease, fluorescence polarization; AID 602123; in the data active = inhibition above about 13%, passing the limit was not always enough;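 note: 0% = enzyme with probe and DMSO and 100% = no enzyme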
Scp1 inh: inhibitors of human Scp-1 phosphatase | inhibition, % at 20 µM | hit rate 0.88% among 340,000 | Q9GZU7 | Recombinant Scp1, phosphopeptide, malachite green phosphate absorbance;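 active = inhibition above about 50% at 20 µM, limit read from the data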;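 note: plate controls were DMSO wells with enzyme for no effect and wells lacking enzyme for full effect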
Target sequence (Q9GZU7 76-261 limits assumed): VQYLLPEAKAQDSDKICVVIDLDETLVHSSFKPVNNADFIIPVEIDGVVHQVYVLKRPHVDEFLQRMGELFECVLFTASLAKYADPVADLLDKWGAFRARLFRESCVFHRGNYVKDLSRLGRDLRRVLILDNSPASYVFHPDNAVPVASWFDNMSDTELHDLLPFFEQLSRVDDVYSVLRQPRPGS
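System: SCP-1 catalytic domain; Reagent: Phospho 17-mer peptide substrate; Doses: one concentration, 20 µM, with 1.0% DMSO; Incubation: 45 min room-temperature reaction, 5 min colour, 30 min stabiliser; Signal: Phosphate-binding colour reagent, absorbance read at 630 nm.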
MsrA act: activators of bovine methionine sulfoxide reductase A; purified bovine MsrA, absorbance read-out; hit rate 0.3% among 360,000; AID 602163; activation, % at 10.6 µM; in the data active = activation above about 7.5%;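 note: 0% = vehicle and 100% = reference activator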
LMPTP block: blocks human LMPTP phosphatase | inhibition, % at 20 µM | hit rate 0.22% among 360,000 | P24666 | recombinant LMPTP-A, OMFP fluorogenic substrate, fluorescence intensity;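 active = compounds that cut the enzyme signal by at least half of the control window in the single-dose screen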;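 note: plate controls were DMSO wells with enzyme plus substrate for no effect and substrate without enzyme for full effect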
Target sequence (P24666 whole entry, looked up): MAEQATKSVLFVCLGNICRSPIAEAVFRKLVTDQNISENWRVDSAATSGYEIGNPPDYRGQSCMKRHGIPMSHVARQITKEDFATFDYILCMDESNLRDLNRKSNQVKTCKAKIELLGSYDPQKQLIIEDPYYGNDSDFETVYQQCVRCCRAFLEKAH
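Test system: LMPTP-A, protein tyrosine phosphatase of low molecular weight; Input: 0.625 nM enzyme; Incubation: 50 min dark incubation at room temperature; Signal: endpoint fluorescence intensity from OMFP dephosphorylation; Read-out basis: % inhibition versus control wells.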
The depositor's hits bear a star; . = not tested or not shown.

SMILES | STEP block | MsrA inhibitor | Tb MetRS inh | SUMO1-SIM PPI | NRP1-CendR mod | DNMT1 block | E coli Lon inh | Scp1 inh | MsrA act | LMPTP block
COc1cc(-c2cc(C(=O)Nc3ccc(S(=O)(=O)NCc4ccco4)cc3)c3ccccc3n2)cc(OC)c1OC | -5 | 0.7 | -0.8 | -3 | 4 | -6 | 17 | -11 | -6 | 2.0
C=CCC1(NCc2ccco2)CCN(CC)CC1 | -2 | -0.5 | -0.3 | 0 | 3 | 0 | 7 | 1 | 0 | -7.8
O=C(OC1CC2CC1[C@H]1CCCCN1C2=O)N1CCN(C(=O)c2ccccc2)CC1 (stereo partly drawn) | . | 0.4 | 0.0 | 1 | 3 | . | -1 | . | -3 | -0.8
Cn1c(=O)c(C(=O)Nc2ccccc2S(N)(=O)=O)c(O)c2ccccc21 | 1 | 0.4 | -0.7 | 1 | -1 | -2 | -8 | -7 | -6 | 1.3
COc1cc(CNCCO)ccc1OCC(=O)Nc1ccc(Br)cc1 | 2 | -0.2 | 0.7 | -2 | -3 | -13 | 5 | -6 | -1 | 0.2
CN(C)S(=O)(=O)c1cc(NC(=O)COC(=O)c2nc(Cl)ccc2Cl)ccc1Cl | 1 | 0.5 | 0.1 | 2 | 12 | -9 | -3 | -10 | -3 | 1.8
COc1cc(N2CCCC2)c(OC)cc1/C=C(/C#N)c1ccc(Br)cc1 | -19 | 0.5 | -0.2 | -22 | -125 | 13 | -60 | 3 | -3 | 5.4
O=C(Nc1cccc(C(F)(F)F)c1)Nc1ccc2[nH]c(=O)[nH]c2c1 | -5 | -0.6 | -0.2 | 0 | -1 | 2 | -3 | -9 | -2 | -3.4
COC(=O)[C@@]12C[C@@H](CC(=O)N3CCCCC3)C(=O)N(Cc3ccccc3)C1=CCC(C)(C)C2 | . | -0.9 | -0.4 | 5 | -4 | . | . | . | . | 0.0
CC1(C)CC2CC(C)(CN2S(=O)(=O)c2ccc(F)cc2F)C1 (stereo not drawn) | 2 | 1.9 | -0.6 | 2 | 3 | 3 | 12 | 24 | -3 | -0.2
COc1nc(-c2ccccc2)nc(C)c1CC(=O)O | 2 | -0.5 | -0.5 | -1 | -6 | 1 | -2 | 8 | -9 | -0.6
N#CCC(=O)Nc1ccc(C(=O)Nc2ccc3c(c2)OCO3)cc1 | 3 | 2.0 | -0.4 | 5 | -17 | -19 | -17 | 1 | 0 | 3.7
N#Cc1ccccc1Cn1c(-c2cscn2)nc2ccccc21 | 1 | -1.3 | -0.6 | 5 | -9 | -3 | -3 | -11 | -2 | 2.0
COc1ccc(N2CCN(C3C(=O)Nc4ccccc4-n4nnnc43)CC2)cc1 (stereo not drawn) | . | -0.7 | -0.3 | -7 | 22 | . | . | . | . | 0.2
COc1cc(-c2cc3nc4ccccc4n3c(N)c2C#N)cc(OC)c1OC | -3 | 0.3 | 0.8 | -2 | -1 | -14 | -8 | 5 | -6 | 1.3
CC(C)=C(NC(=O)c1ccccc1)C(=O)Nc1cccc(C)c1 | 0 | 0.3 | -0.4 | 1 | -18 | 2 | 5 | -2 | -2 | -0.6
Cc1nn(C(=O)N2CCOCC2)c(C)c1C | 2 | -0.8 | -0.8 | 3 | -4 | 0 | -10 | -6 | -6 | -1.0
Cc1ccccc1CN1C(=O)C(C)S/C1=N/N=C/c1ccco1 (stereo not drawn) | 2 | 0.8 | -0.3 | 28 | -6 | -3 | -8 | -11 | -3 | 2.3
O=C(CN(Cc1ccccc1)S(=O)(=O)c1ccccc1)NC1CC1 | -3 | -0.6 | -0.6 | 6 | 8 | 0 | 11 | -3 | -2 | -1.8
CCCc1cc(Nc2cccc(OC)c2)n2ncnc2n1 | 1 | -1.1 | -0.8 | -1 | 7 | 1 | -7 | -8 | -3 | -1.0

Compound profiles, as listed above. Order of screens: STEP block | MsrA inhibitor | Tb MetRS inh | SUMO1-SIM PPI | NRP1-CendR mod | DNMT1 block | E coli Lon inh | Scp1 inh | MsrA act | LMPTP block
`COc1cc(-c2cc(C(=O)Nc3ccc(S(=O)(=O)NCc4ccco4)cc3)c3ccccc3n2)cc(OC)c1OC` as listed: -5 | 0.7 | -0.8 | -3 | 4 | -6 | 17 | -11 | -6 | 2.0
`COc1cc(N2CCCC2)c(OC)cc1/C=C(/C#N)c1ccc(Br)cc1` as listed: -19 | 0.5 | -0.2 | -22 | -125 | 13 | -60 | 3 | -3 | 5.4
`CC(C)=C(NC(=O)c1ccccc1)C(=O)Nc1cccc(C)c1` as listed: 0 | 0.3 | -0.4 | 1 | -18 | 2 | 5 | -2 | -2 | -0.6
`C=CCC1(NCc2ccco2)CCN(CC)CC1` as listed: -2 | -0.5 | -0.3 | 0 | 3 | 0 | 7 | 1 | 0 | -7.8
`N#CCC(=O)Nc1ccc(C(=O)Nc2ccc3c(c2)OCO3)cc1` as listed: 3 | 2.0 | -0.4 | 5 | -17 | -19 | -17 | 1 | 0 | 3.7

Following part.
SMILES | STEP block | MsrA inhibitor | Tb MetRS inh | SUMO1-SIM PPI | NRP1-CendR mod | DNMT1 block | E coli Lon inh | Scp1 inh | MsrA act | LMPTP block
COc1cc(/C=N/Nc2nc3ccccc3s2)ccc1O | -1 | 1.6 | -0.2 | -4 | -4 | -9 | -3 | -10 | -5 | 3.4
CCOC(=O)C1=C(COC(=O)c2ncc(Cl)c(Cl)c2Cl)NC(=O)NC1C (stereo not drawn) | 0 | -0.2 | 0.2 | -2 | 4 | 4 | -11 | -8 | -3 | -0.7
COc1ccc(S(=O)(=O)N2CCC(C(=O)N3CCOCC3)CC2)cc1Cl | 1 | -0.3 | -0.8 | 2 | -8 | -2 | -1 | -8 | 8.0* | 0.0
Cc1ccc(NC(=O)C(C)C(=O)Nc2ccc(C)cc2)cc1 | 4 | 1.2 | 0.0 | 0 | 10 | 6 | 3 | 3 | -1 | 9.0
COc1cccc(C=NNc2ccc([N+](=O)[O-])cn2)c1OC | -2 | -0.3 | -0.2 | -7 | -24 | 23 | 6 | -10 | -3 | -0.7
COc1ccc(C(CNC(=O)c2ccc(-c3ccccc3Cl)o2)N2CCCC2)cc1 (stereo not drawn) | -2 | -0.3 | 0.0 | -67 | -5 | -8 | -6 | . | 2 | -3.6
c1cc(C(c2nnnn2C2CCCC2)N2CCOCC2)ccn1 (stereo not drawn) | -2 | 0.0 | -1.6 | -15 | 8 | -3 | 8 | 1 | -1 | -1.0
O=C(O)CSc1c2c(nc3cc(C(=O)N4CCOCC4)ccc13)CCCC2 | 0 | 1.3 | 0.2 | 10 | -1 | 0 | 5 | -4 | -3 | 1.0
COc1ccc(NC(=O)C(Br)C(C)C)cc1 (stereo not drawn) | -1 | 0.3 | -0.4 | 0 | -1 | 2 | 1 | -8 | -7 | -1.1
COc1ccc(-c2nn(-c3ccccc3)cc2C(=O)NC(=S)Nc2cc(Cl)ccc2Cl)cc1 | 0 | 0.1 | -0.6 | 0 | -1 | 1 | -3 | -14 | -8 | 2.5
COc1ccc(NC(=O)COC(=O)c2cccc(S(=O)(=O)N(C)C)c2)cc1 | -2 | -1.8 | -0.4 | -3 | 7 | -1 | -5 | -2 | -3 | -0.3
COc1ccc(-c2nc(CS(=O)CC(=O)NC3CCCCCC3)c(C)o2)cc1 (stereo not drawn) | 0 | -0.9 | -0.5 | 4 | 3 | 0 | -4 | -6 | -3 | -2.5
CN(Cc1ccco1)c1ncnc2ccc(-c3ccc4c(c3)OCO4)cc12 | 2 | 0.1 | -0.3 | 3 | -1 | -7 | 7 | 1 | -3 | 3.1
CCOC(=O)c1sc(N(Cc2ccccc2)C(=O)CN2C(=O)CN(C)C2=O)nc1C | 0 | 0.0 | -0.6 | 0 | -24 | -4 | 2 | -12 | -1 | 2.0
CCN(CC)S(=O)(=O)c1cccc(NC2=NCCCCC2)c1 | 4 | -0.4 | -0.7 | 2 | -18 | -1 | 2 | -11 | -5 | 2.1
COc1cc(N=Cc2c(O)[nH]c3ccccc23)cc(OC)c1OC | 2 | 3.9 | -0.3 | -15 | 4 | -1 | -10 | -11 | -3 | 2.1
COc1ccc(OC)c(C(=O)N(C)C2CCCN(Cc3ccccc3F)C2)c1 (stereo not drawn) | -2 | -0.5 | 0.1 | 0 | 0 | 2 | 1 | -1 | -1 | -2.0
CC(O)CNCCNCc1c(OCc2ccccc2)ccc2ccccc12 (stereo not drawn) | 0 | 3.7 | -0.6 | -12 | -3 | 13 | -1 | 1 | 1 | 0.1
COc1ccc(-c2nn(-c3ccccc3)cc2/C=C/C(=O)OCC(=O)Nc2ccccc2C#N)cc1 | -5 | -0.9 | -0.8 | -1 | -11 | 28 | -1 | 0 | -2 | 2.1
O=S(=O)(N/N=C/c1ccccc1F)c1ccccc1 | -3 | -0.1 | 0.4 | -1 | 1 | -1 | 4 | -3 | -2 | -0.3
CCCCN(C(=O)CSCc1c(C)noc1C)c1c(N)n(CCC)c(=O)[nH]c1=O | 1 | -1.0 | 0.1 | -5 | 12 | 6 | -8 | -2 | -1 | -1.4
Cc1cc(NC(=O)c2ccc(C)c([N+](=O)[O-])c2)no1 | -1 | -0.5 | 0.3 | -10 | -1 | 0 | 1 | -3 | -1 | 0.5
Cc1cc(NC(=O)c2cccc(C)c2[N+](=O)[O-])no1 | -2 | 0.6 | -0.9 | 1 | -8 | -5 | -5 | -8 | -3 | -2.4
COc1cccc(NC(=S)N2CCN(S(=O)(=O)c3ccccc3)CC2)c1 | 3 | 0.3 | -0.4 | 3 | -2 | 1 | 2 | -2 | -8 | -0.4
CC(C)Cn1c(Br)nc2c1c(=O)n(CCC#N)c(=O)n2C | -3 | 2.9 | -1.6 | -1 | 5 | 3 | -7 | 0 | -8 | -1.2

2 of these compounds, set out differently.
Each structure is followed by: STEP block, MsrA inhibitor, Tb MetRS inh, SUMO1-SIM PPI, NRP1-CendR mod, DNMT1 block, E coli Lon inh, Scp1 inh, MsrA act, LMPTP block
CCOC(=O)c1sc(N(Cc2ccccc2)C(=O)CN2C(=O)CN(C)C2=O)nc1C
  0, 0.0, -0.6, 0, -24, -4, 2, -12, -1, 2.0
CCN(CC)S(=O)(=O)c1cccc(NC2=NCCCCC2)c1
  4, -0.4, -0.7, 2, -18, -1, 2, -11, -5, 2.1

Screening data deposited in PubChem by several laboratories.
